TTR transcr act: increases transthyretin transcription; SH-SY5Y TTR promoter Gaussia luciferase, luminescence; 100% = recombinant luciferase protein wells; actives 1.3% (n = 92,000); activation, % at 16.7 µM;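 active means activation above the mean of all tested compounds plus 3 SD, cut at about 9.5% in these data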;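 further: cells exposed to compounds for one day before reading; 0% = median of all test compound wells on the plate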
An asterisk follows results filed as active.

SMILES	TTR transcr act
CCCN1Cc2cccc(C(=O)Nc3ccc(-c4nc5ccccc5[nH]4)cc3)c2C1=O	-2.4
O=C(c1ccoc1)N1CCC2(CC1)Oc1ccc(F)cc1C(=O)C21CC(c2ccccc2)=NO1 (configuration not stated)	-4.4
COC(Cn1cc(C)c(=O)[nH]c1=O)OC	-0.4
Cc1ccc2c(c1)[nH]c1c(=O)n(CCN3CCNCC3)cnc12	-0.1
COc1ccc(S(=O)(=O)N2C3CCC2CC(NC(=O)NC2CCCCC2)C3)cc1 (configuration not stated)	1.2
CCOC(=O)C1CCCCN1Cc1ccc(OC)c(OC)c1 (configuration not stated)	0.7
CC(=O)N1CCN(S(=O)(=O)c2cccc(C(=O)OCC(=O)Nc3c(Cl)cccc3C(F)(F)F)c2)CC1	-0.5
O=C(Nc1cccc(NC(=O)c2cncc(Br)c2)c1)c1cncc(Br)c1	-0.6
Cc1ccc(OCCN2C(=O)C(=O)c3cc(C)ccc32)cc1	-1.8
COC(=O)[C@@]1(C)[C@H]2C(=O)N(C)C(=O)[C@H]2[C@H]2CN=C(SC)N21	2.3
O=C(NCCN1CCC(n2c(=O)[nH]c3ccccc32)CC1)c1ccccc1	0.9
COC(=O)Cc1c(C)c2ccc(OCc3nn[nH]n3)c(C)c2oc1=O	3.3
CCNC(=S)Nc1ccc(NC(=O)c2ccccc2O)cc1	0.0
Cc1ccc(C(=O)O)cc1NCc1ccncc1	-1.8
COc1ccccc1CNC(=O)Cn1nnnc1CN(C)C(C)C	-0.9
CCc1ccc(S(=O)(=O)c2nnn3c2nc(NCCNC(C)=O)c2ccccc23)cc1	3.5
CCn1c(C)c(C(C)=O)c(NCc2ccccc2)nc1=S	-0.6
Cn1c(N=Nc2ccccc2)nc2ccccc21	2.6
Cc1csc(NC(=O)CSc2ncnc3ccccc23)n1	-1.1
CC1CCN(C(=O)CCCC(=O)N2CCC(C)CC2)CC1	0.1
COc1ccc(-c2csc(N(CC3CCCO3)C(=O)c3ccccc3)n2)cc1 (configuration not stated)	-1.0
O=C(CSc1nncs1)NCc1ccc2c(c1)OCO2	1.9
O=C(CCC(=O)N1CCN(c2ccccn2)CC1)Nc1nnc(C(F)(F)F)s1	0.5
CO/N=C/CC(=O)c1ccc(OC)cc1	1.9

Molecules from the list above that contain a CF3 group, in the order listed:
SMILES	TTR transcr act
CC(=O)N1CCN(S(=O)(=O)c2cccc(C(=O)OCC(=O)Nc3c(Cl)cccc3C(F)(F)F)c2)CC1	-0.5
O=C(CCC(=O)N1CCN(c2ccccn2)CC1)Nc1nnc(C(F)(F)F)s1	0.5

Additional compounds follow:
SMILES	TTR transcr act
Cn1c(SCC(=O)c2ccc3c(c2)OCCO3)nnc1C(F)(F)F	-1.1
Cc1ccc(C(C(=O)NC2CCCC2)N(Cc2cccs2)C(=O)CNC(=O)c2cccs2)o1 (configuration not stated)	-1.4
O=C(c1cnn2ccccc12)N1CCN(C2CCCCC2)CC1	8.4
CCOc1ccc(CNC(=O)NS(=O)(=O)c2ccc(OC)cc2)cc1	3.0
C=C(C)CNC(=O)CCc1nnc(C2(c3ccc(Cl)cc3)CCC2)o1	4.5
CC(NC(=O)c1ccc2nc(Cc3cccc(Cl)c3)oc2c1)c1ccncn1 (configuration not stated)	-0.8
COc1cc([N+](=O)[O-])c(OC)cc1SCc1n[nH]c(=S)n1-c1ccc(C)cc1	3.8
Cc1ccc(OCc2nnc(SCc3nc4ccccc4[nH]3)n2Cc2ccco2)cc1	-5.2
Cn1c(=O)c2sccc2n(Cc2cccc(Br)c2)c1=O	-1.1
Cc1ccc(N/N=C2/CCCNC2=O)cc1	2.8
COC(C[C@@H]1O[C@@H]1[C@@H](O)[C@@H](C)OCc1ccccc1)OC	1.4
Cn1c(COc2cccc3cccnc23)nnc1SCC(=O)O	6.6

A different layout for some results above:
| TTR transcr act | molecule |
| --- | --- |
| 0.5 | O=C(CCC(=O)N1CCN(c2ccccn2)CC1)Nc1nnc(C(F)(F)F)s1 |
| 1.9 | CO/N=C/CC(=O)c1ccc(OC)cc1 |
| -1.1 | Cn1c(SCC(=O)c2ccc3c(c2)OCCO3)nnc1C(F)(F)F |
| -1.4 | Cc1ccc(C(C(=O)NC2CCCC2)N(Cc2cccs2)C(=O)CNC(=O)c2cccs2)o1 (configuration not stated) |
| 8.4 | O=C(c1cnn2ccccc12)N1CCN(C2CCCCC2)CC1 |

Further records
SMILES	TTR transcr act
O=C(CC1SC(=Nc2ccc3c(c2)OCCO3)NC1=O)Nc1ccc(F)cc1F (configuration not stated)	0.0
COc1ccc(OC)c(CN2CCCC(CCC(=O)N(C)CCc3ccccn3)C2)c1 (configuration not stated)	-0.3
CCOC(=O)c1c(NC(=O)/C=C/C(=O)O)sc(C)c1-c1ccc(C(C)(C)C)cc1	-0.1
CCOC(=O)c1c(NC(=O)c2ccco2)sc(C(=O)N2CCCC2)c1C	-0.6
CCOC(=O)c1sc(=S)n(-c2ccccc2Cl)c1SC	-1.6
Cc1ccc(C(O)CSc2nnc(-c3ccc4ccccc4c3)n2C)cc1 (configuration not stated)	0.7
Cc1ccc2cc(CN(CC3CCCO3)C(=S)Nc3ccccc3)c(=O)[nH]c2c1 (configuration not stated)	2.1
Cc1[nH]n(-c2ccccc2)c(=O)c1-c1ccc(Cl)cc1	-3.0
Cc1ccc(-n2nc3c(c2NC(=O)c2ccc4c(c2)OCO4)CS(=O)(=O)C3)cc1	-2.3
O=C(NNC(=S)NC(=O)c1cccs1)c1cccnc1	-2.1
CCOC(=O)c1nnc(-c2cccs2)nc1Oc1ccccc1C(=O)OC	-1.1
CC(NC(=O)C12CC3CC(CC(O)(C3)C1)C2)c1ccccc1 (configuration not stated)	0.1
Cc1c(C(c2cc(O)ccc2O)c2c(C)n(C)n(-c3ccccc3)c2=O)c(=O)n(-c2ccccc2)n1C	-1.5
O=C(CNC(=O)c1ccccc1F)OCc1nc2ccc(Cl)cc2n1CCO	0.0
O=C1CCCC2=C1C1(CCCC1)N=C(Nc1nc3cc(Br)ccc3o1)N2	0.3
Cc1noc(C)c1CN(C(=S)NC1CC2CCC1C2)c1ccccc1 (configuration not stated)	5.0
CN1C(=O)C2CN(CCc3ccccc3)CNC2N(C)C1=O (configuration not stated)	1.9
O=C(CSc1nnc(-c2ccccc2O)o1)NC1CCCCC1	-2.2
COc1ccc(OCCCC(=O)Nc2cccc(C(C)=O)c2)cc1	4.7
CCC(=O)Nc1nnc(S(=O)(=O)N2CCc3ccccc32)s1	0.0
COc1ccccc1CC(=O)NCCc1ccc(S(N)(=O)=O)cc1	2.3
CCOC(=O)CC1CCCCN1C(=O)CCCn1nnnc1CN1CCOCC1 (configuration not stated)	-0.9
O=C(CC(=O)Nc1ccccn1)Nc1ccccn1	-2.4
CC(NC(=O)CCc1nnc(C2CCCCC2)o1)c1ccc(F)cc1 (configuration not stated)	-1.2

Brought forward from above: two entries; new compounds follow.
SMILES	TTR transcr act
O=C(CC(=O)Nc1ccccn1)Nc1ccccn1	-2.4
CC(NC(=O)CCc1nnc(C2CCCCC2)o1)c1ccc(F)cc1 (configuration not stated)	-1.2
COc1ccc(N2CS(=O)CC2=O)cc1 (configuration not stated)	-1.0
CCOC(=O)C1=CN(CC)S(=O)(=O)NC1CC (configuration not stated)	-1.0
CCOC(=O)COc1coc(CN2CCN(c3ccc(F)cc3)CC2)cc1=O	-1.2
CCOc1cc(/C=C2\SC(=N)N(c3nccs3)C2=O)ccc1OCCN1CCOCC1	-2.9
Cc1c(Cl)cccc1NC(=O)Cn1nc(C)n2cccc2c1=O	2.8
Cc1cc2cc(CNC(=O)c3cccs3)ccc2n1C	-1.9
COc1cc(NC(=O)c2nccnc2N)cc(C(=O)Nc2cccc(C(F)(F)F)c2)c1	-1.6
O=c1[nH]c(SCc2ccc(Cl)cc2)nc2ccsc12	2.9
O=C(OCc1cc(=O)c(OC(=O)c2ccccc2)co1)c1ccccc1	-2.2
Cc1ccc(OCC(=O)N2CCCCC2C)c([N+](=O)[O-])n1 (configuration not stated)	-0.3
CCOC(=O)c1c(NC(=O)c2ccco2)sc2c1CCCC2	0.1
CC(=O)Nc1ccc(S(=O)(=O)N(Cc2cc3ccc(C)cc3[nH]c2=O)CC2CCCO2)cc1 (configuration not stated)	-2.1
O=C(NCc1ccccc1)OC1CC2CC1[C@H]1CCCCN1C2 (some centres not stated)	-0.4
C[C@@H]1c2ccccc2N2C[C@H](Cc3ccc(C(=O)c4ccccc4)cc3)C[C@@H]12	1.4
CCN1CCN(CCCNC(=O)c2ccc(NC(=O)C3=CSCCO3)cc2)CC1	-0.8
Cc1ccc(NC(=O)c2oc3ccc(S(=O)(=O)N4CCOCC4)cc3c2C)c(C)c1	1.1
CC(C)c1ccc(C(=O)NCCCNC(=O)c2cnccn2)cc1	-0.7
COc1cccc(SCC2CSc3nc4ccccc4c(=O)n32)c1 (configuration not stated)	2.0
CC1(C)Cc2cccc(OCC(=O)N3CCN(c4ccccc4)CC3)c2O1	-0.3
C=CCC1CCCCC12NC(=O)N(c1ccccc1)N2 (configuration not stated)	-0.5
O=C(Nc1cccc2ccccc12)/C(=C/c1cccc([N+](=O)[O-])c1)NC(=O)c1cccs1	-1.1
COc1cccc(C(=O)Nc2cc(NC(=O)c3ccco3)ccc2OC)c1	0.3
CCNC(=O)/C(=C/c1cccc([N+](=O)[O-])c1)NC(=O)c1ccc(C)cc1	-1.5
CC(C)CC(N)c1csc(Nc2ccc(C(=O)c3ccccc3)cc2)n1 (configuration not stated)	-0.1
COc1ccc(COC(=O)c2ccc(Br)c(S(=O)(=O)N3CCOCC3)c2)cc1F	0.8
C=CCc1c(C)nc(SC)nc1Nc1ccc(C(C)=O)cc1	-4.1
Cc1ccc2nc(-c3ccc(NC(=O)CSc4nccc(=O)[nH]4)cc3)sc2c1	-0.7
O=c1ccn([C@@H]2O[C@H](CNCc3ccc(-n4cccn4)cc3)[C@@H](O)[C@H]2O)c(=O)[nH]1	-0.9
CC(=O)NC(CC(=O)NC12CC3CC(CC(C3)C1)C2)c1ccccc1 (configuration not stated)	-0.5
CCCCCCC(=O)c1c(C)[nH]c(C(=O)OCC)c1C	-2.3
O=[N+]([O-])c1nn(-c2ccc3c(c2)OCCO3)n(O)c1=NCc1ccc(F)cc1Cl	-1.6
Cc1cccc2c1c1ccc3c(c1n2C)C(=O)C=CC3=O	-1.7
CCOc1ccc(C2C(C(=O)c3ccco3)=C(O)C(=O)N2Cc2cccnc2)cc1 (configuration not stated)	4.5
CN(C)c1ccc(C(=O)OCC(=O)Nc2cccc(S(=O)(=O)N3CCCC3)c2)cc1	-4.4
Cn1c(SCC(=O)NCc2ccco2)nnc1C1CCCC1	0.9
Cc1ccccc1Cn1cc(COC(=O)Nc2ccc(F)cc2)nn1	0.4
CCCCOc1ccc(NC2=NC3(CCCCC3)N=C(N)N2)cc1	-0.5
c1ccc(CNc2nnnn2-c2ccccc2)cc1	-0.7
Cc1ccc(F)c(CNC(=O)C2(C)CCCN2C(=O)C(C)C)c1F (configuration not stated)	0.0
Cn1ccsc1=NC(=O)c1cccc(C#N)c1	1.6
CC(=O)C1=C(C)OC(N)=C(C#N)C1c1ccncc1 (configuration not stated)	1.4
CN(C(=S)Nc1cccnc1)c1ccc(O)cc1	-1.6
N#C/C(=C\c1ccc(-c2ccccc2C(=O)O)o1)c1nc2ccccc2[nH]1	-0.3
CN(C)CCOC(=O)CC12CC3CC(C1)CC(CC(=O)OCCN(C)C)(C3)C2	1.5
C=CCn1c(SCc2cc([N+](=O)[O-])cc3c2OCOC3)nc2cc(C(=O)O)ccc2c1=O	-0.3
O=C(CCn1c(=O)oc2ccccc21)N1CCc2ccccc21	-0.2
Cc1ccc(C2NC(=S)NC3=C2C(=O)CC(C)(C)C3)cc1 (configuration not stated)	-0.2
Cc1ccc(CC(=O)Nc2ccncc2)cc1	-1.7
Nc1c2c(nc3sc4c(c13)CCCC4)CCCCCC2	-0.1
CN(C(=O)C1CCC(CNS(=O)(=O)c2cccc3cccnc23)CC1)C1CCCCC1 (configuration not stated)	-2.9
CCOc1ccccc1Nc1nnc(C)c(=O)[nH]1	3.5
CSCCC1NC2(C(=O)Nc3ccc(Cl)cc32)[C@@H]2C(=O)N(C3CCCC3)C(=O)[C@H]12 (some centres not stated)	-0.8
Oc1cc2c(cc1C(c1ccc(Br)cc1)N1CCCC1)OCO2 (configuration not stated)	0.3
O=C(c1ccc(CS(=O)c2cccc(Cl)c2)o1)N1CCOCC1 (configuration not stated)	0.3
COc1cnc(-c2ccccc2)[nH]c1=O	4.6
CC(NC(=O)/C(C#N)=C/c1ccc(OCC(=O)O)cc1)c1ccccc1 (configuration not stated)	0.3
CC(NCc1ccccc1)c1ccccc1O (configuration not stated)	5.9
CCCCCNc1nc(NCCCO)c(C#N)c2c1CN(C)CC2	-0.2
Cc1cccc(NC(=S)N2CCn3cccc3C2c2cccnc2)c1 (configuration not stated)	0.4
O=C(NCc1ccccn1)[C@@H]1CCCN1C(=O)[C@@H]1CCCN1C(=O)c1c(F)cccc1F	-1.9

Going on with the list.
SMILES	TTR transcr act
CCOC(=O)CCCNC(=O)O[C@@H]1CC[C@@]23CCCN2C(=O)CCC[C@H]3C1	3.7
COc1ccc(NC(=O)Nc2nnc(-c3cccs3)s2)cc1	-0.8
CCCn1c(N)c(C(=O)CSc2nc(C)cs2)c(=O)n(C)c1=O	-4.6
COc1ccc(NS(=O)(=O)c2cc(N=Nc3c(O)[nH]c(=O)[nH]c3=O)ccc2Cl)cc1	-2.1
CCN1C(=O)CSc2ccc(C(=O)NC3CCCCC3)cc21	-2.0
CSc1nsc(NC(=O)Cc2ccccc2)n1	-0.7
Cc1csc(C(=O)NN)c1N(C)C	-2.6
COC(=O)c1sc2cc(C(F)(F)F)cnc2c1-c1ccccc1	3.1

A section from the list above:
SMILES	TTR transcr act
CCCN1Cc2cccc(C(=O)Nc3ccc(-c4nc5ccccc5[nH]4)cc3)c2C1=O	-2.4
O=C(c1ccoc1)N1CCC2(CC1)Oc1ccc(F)cc1C(=O)C21CC(c2ccccc2)=NO1 (configuration not stated)	-4.4

Compound activity: PubChem BioAssay, The Scripps Research Institute Molecular Screening Center

A portion of the library; count on the stated rates, not on these rows.
